# AHR activator = activates the human aryl hydrocarbon receptor. AHR-responsive luciferase reporter cells, luminescence. activation, % at 5 µM. hit rate 2.5% among 320,000; in the data active = activation above about 47%;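 note: 0% = vehicle wells and 100% = reference agonist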
# RPL19A-GFP yeast = modulators of TOR pathway RPL19A-GFP in S. cerevisiae; S. cerevisiae RPL19A-GFP strain, flow cytometry, 3 h; hits give low values; percent response vs DMSO, % at 10 µM; hit rate 0.3% among 330,000; AID 2025;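 active = percent response vs DMSO below 50%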;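 note: median channel GFP fluorescence of the barcoded RPL19A-GFP strain; ratio of sample median GFP to plate DMSO average so 100% = DMSO; lower means less RPL19A-GFP as with rapamycin TOR inhibition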
# procasp7 counter = activates human procaspase-7, counter-screen for procaspase-3 activators; recombinant procaspase-7, Ac-DEVD-pNA absorbance 405 nm; D23A/D198A/D206A triple mutant, cannot self-cleave; scale: DMSO 0, 5 µM enzyme 100; P55210; activation, % at 8.5 µM; hit rate 0.093% among 330,000; AID 463210;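 active = percent activation above the screen-wide mean plus 3 SD, cut at about 25% in these data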
#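 Assay system – Uncleavable procaspase-7 mutant enzyme · Quantity – 2 µM procaspase-7 mutant as dispensed · Times – 1 h preincubation, 2 h reaction · Dosing – single nominal 8.5 µM compound dose, 0.8% DMSO final · Buffer or medium – Zinc-free 50 mM HEPES buffer, pH 7.4, with NaCl and Triton X-100 · Detection – Epi-absorbance of released pNA at 405 nm, two timepoints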
# EBNA-1 inhibitor = blocks EBNA-1 binding to DNA; EBNA-1 DNA binding, fluorescence polarization; inhibition, % at 14.8 µM; hit rate 0.34% among 300,000; AID 1950; in the data active = inhibition above about 28%
# ZTA DNA inh = counter-screen for EBNA-1 inhibitors: inhibitors of Epstein-Barr virus ZTA; P03206; ZTA-DNA binding, fluorescence polarization; inhibition, % at 11 µM; AID 2234; hit rate 0.15% among 320,000; in the data active = inhibition above about 33%
# procasp3 activ = activators of human procaspase-3 | recombinant procaspase-3 D3A, Ac-DEVD-pNA absorbance 405 nm | hit rate 0.11% among 330,000 | P42574 | activation, % at 8.5 µM;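 active = activation above the mean of all tested compounds plus 3 SD, cut at about 21% in these data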;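 note: 0% = DMSO alone and 100% = DMSO wells spiked with extra 5 µM PC-3 D3A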
#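 Assay system – Procaspase-3 D3A mutant, all three cleavage aspartates alanine · Controls – DMSO-only low control, 5 µM PC-3 D3A high control · Schedule – 1 h compound preincubation, 2 h substrate hydrolysis at 25 °C · Signal – 405 nm absorbance of p-nitroaniline, reads at 0 and 120 min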
# MEP2 TOR yeast = yeast TOR pathway MEP2-GFP modulation; hit rate 0.51% among 330,000; S. cerevisiae MEP2-GFP strain, flow cytometry GFP, 3 h; 100% = DMSO control level; GFP response vs DMSO, % at 10 µM; AID 2016;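 active = GFP response versus DMSO above a set limit, roughly screen mean plus 3 SD, cut at about 180% in these data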;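 note: median GFP fluorescence of the barcode-gated MEP2-GFP cells per well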
# LAP4 TOR yeast = yeast TOR pathway LAP4-GFP modulation | hit rate 0.34% among 320,000 | GFP response vs DMSO, % at 10 µM | S. cerevisiae LAP4-GFP multiplex, flow cytometry GFP, 3 h; median GFP as percent of DMSO wells;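 active = GFP response vs DMSO above a set limit, about the screen mean plus 3 SD, cut at about 150% in these data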
# * hit, by the source's call; / = no result given.
# Results follow in this order: AHR activator | RPL19A-GFP yeast | procasp7 counter | EBNA-1 inhibitor | ZTA DNA inh | procasp3 activ | MEP2 TOR yeast | LAP4 TOR yeast
COc1cc(OC)cc(C(=O)NC2CCSC2=O)c1 (stereo unspecified)
 : 0 | 95 | 4 | 0 | 0 | 10 | 100 | 96
CC(C)c1onc(C(=O)NCc2ccc(F)cc2)c1[N+](=O)[O-]
 : -2 | 103 | -1 | 9 | -7 | 5 | 102 | 92
COCCNC(=S)N(CCc1c(C)[nH]c2ccc(F)cc12)Cc1ccco1
 : 5 | 97 | -1 | 2 | -4 | -1 | 116 | 103
Cc1ccc(N2C(=O)C3Sc4[nH]c(=O)sc4C(c4ccccc4)C3C2=O)cc1 (stereo unspecified)
 : 3 | 99 | -4 | -20 | 3 | -4 | 100 | 96
CCOC(=O)NC(=O)CSc1ccc(S(=O)(=O)N(C)C2CCCCC2)cn1
 : -2 | 101 | 5 | / | -1 | -5 | 106 | 112
Cc1ccc(C2CC(=O)Oc3cc(O)ccc32)cc1 (stereo unspecified)
 : -2 | 75 | -7 | -9 | 1 | -4 | 97 | 180*
COc1ccc2cc(CN(CC3CCCO3)C(=S)NCc3ccco3)c(=O)[nH]c2c1 (stereo unspecified)
 : 0 | 99 | -3 | -6 | -9 | 0 | 99 | 102
Cc1cc([N+](=O)[O-])ccc1NC(=S)NC1CCCC1
 : 2 | 101 | -4 | 16 | 9 | 3 | 115 | 105
O=S(=O)(c1ccc(Oc2ccccc2)cc1)N1CCOCC1
 : 0 | 100 | -5 | -11 | -16 | 1 | 103 | 103
COc1ccc(C(CNc2ccc(S(C)(=O)=O)cc2[N+](=O)[O-])N(C)C)cc1OC (stereo unspecified)
 : -2 | 105 | -7 | -4 | -12 | 2 | 105 | 109
Cc1cc(C)c(NC(=O)C(C)N2CCCCCC2)c(C)c1 (stereo unspecified)
 : -3 | 88 | 4 | 5 | -9 | 6 | 94 | 88
CCCCCC(=O)Nc1c(-c2cccs2)c(=O)c2ccccc2n1C
 : 2 | 97 | -2 | -2 | -4 | 5 | 103 | 102
CCN(CC)S(=O)(=O)c1cccc(C(=O)OCC(=O)N2CC(=O)Nc3ccccc32)c1
 : -1 | 105 | 1 | -2 | -4 | -1 | 109 | 111
O=C(CSc1nc(-c2ccccc2)cs1)Nc1nccs1
 : 8 | 96 | 4 | 20 | 3 | -4 | 96 | 109
O=C(N/N=C/c1cccc([N+](=O)[O-])c1)c1cccs1
 : 1 | 104 | 3 | 1 | 9 | 9 | 86 | 99
COc1ccccc1N1CCN(S(=O)(=O)c2ccc3c(c2)n(C)c(=O)n3C)CC1
 : 3 | 95 | 3 | -6 | 11 | -2 | 100 | 95
CN(CC(=O)NNC(=O)CNC(=O)c1ccccc1Cl)S(=O)(=O)c1ccc(Cl)cc1
 : -2 | 94 | 7 | -1 | -8 | 1 | 101 | 97
CC1N(C(=O)N2CCOCC2)CCN1S(=O)(=O)c1ccc(Cl)cc1 (stereo unspecified)
 : -2 | 92 | 4 | 3 | -8 | 4 | 96 | 91
O=C1CC(c2cccc([N+](=O)[O-])c2)c2ccc3ccccc3c2N1 (stereo unspecified)
 : 1 | 113 | -9 | -1 | -4 | 1 | 104 | 77
Fc1cccc(NC(=S)NCC(c2cccnc2)N2CCOCC2)c1 (stereo unspecified)
 : 2 | 101 | 3 | 4 | 4 | 3 | 101 | 102

# A few values from the entries so far:
# O=S(=O)(c1ccc(Oc2ccccc2)cc1)N1CCOCC1 in ZTA DNA inh is listed with -16
# O=C(N/N=C/c1cccc([N+](=O)[O-])c1)c1cccs1 in procasp3 activ is listed with 9

# Next section.
# Results follow in this order: AHR activator | RPL19A-GFP yeast | procasp7 counter | EBNA-1 inhibitor | ZTA DNA inh | procasp3 activ | MEP2 TOR yeast | LAP4 TOR yeast
COc1ccccc1CN(C)CC(=O)Nc1ccc(Cl)cc1F
 : -2 | 99 | 0 | 8 | -4 | 13 | 107 | 122
Cc1[nH]oc(=O)c1N=Nc1ccccc1
 : 5 | 87 | -19 | -1 | -8 | 6 | 127 | 132
O=C(CSc1ccccc1)N/N=C/c1ccccc1O
 : 2 | 97 | 10 | -1 | 6 | -4 | 89 | 106
Cc1nnsc1C(=O)Nc1ccc(Cl)cc1Cl
 : -5 | 99 | 3 | -13 | 2 | 1 | 96 | 83
CC(C)NC(=O)Cn1c(SCC(=O)c2ccc(F)cc2)nc2ccccc21
 : -2 | 110 | -5 | 6 | 0 | -14 | 102 | 104
Cc1ccc(NC(=O)COC(=O)c2nn(C)cc2Cl)cc1
 : 0 | 101 | 0 | -14 | -9 | -7 | 96 | 102
Oc1cccc(-n2nnnc2SCc2ccccc2F)c1
 : 4 | 95 | -7 | 4 | 14 | 8 | 103 | /
CC(=O)c1cccc(NC(=O)COc2cc(C)on2)c1
 : 0 | 99 | 11 | / | 2 | 12 | 99 | 103
CCN(CC)c1ccc(S(=O)(=O)N(CC)CC)cc1NC(=O)c1cccnc1
 : -1 | 97 | 1 | 0 | 0 | -1 | 103 | 100
CCN(Cc1ccccc1)C(=O)COC(=O)[C@@H]1CCCN1C(=O)c1cccs1
 : 1 | 98 | 5 | / | / | 10 | 98 | 96
N#Cc1nc(-c2ccc(OCc3ccc(Cl)cc3)cc2)oc1NCCCn1ccnc1
 : 14 | 105 | 2 | -6 | 12 | -4 | 113 | 108
CCOC(=O)N1CCN(C(=O)CCN2C(=O)c3ccccc3S2(=O)=O)CC1
 : -1 | 99 | 6 | -2 | -11 | 5 | 102 | 106
CCn1cc(S(=O)(=O)NCc2ccc(OC)cc2)cn1
 : -1 | 105 | 2 | 11 | 5 | -1 | 110 | 105
CN(C(=O)c1ccc(NC(=O)Cc2ccc(NC(=O)C3CCN(C(=O)c4ccccc4)CC3)cc2)cc1)C1CC1
 : -1 | 105 | -1 | / | -2 | 7 | 94 | 111
Cc1ccc(-c2ccc(NC(=O)C3C4C=CC(C4)C3C(=O)O)cc2)o1 (stereo unspecified)
 : 11 | 101 | -19 | -5 | -5 | -7 | 106 | 92
O=C(/C=C/c1ccco1)Nc1ccc(CN2CCOCC2)cc1
 : 8 | 99 | 6 | 6 | 2 | -8 | 98 | 111
Cc1cc(=O)oc2cc(OCC(=O)OCC(=O)Nc3ccc(C(N)=O)cc3)ccc12
 : -1 | 101 | 8 | 4 | 4 | -5 | 94 | 108
COc1ccc(N2CC(C(=O)N3CCN(C(=O)c4ccco4)CC3)CC2=O)cc1 (stereo unspecified)
 : 2 | 101 | -3 | -8 | -11 | -5 | 101 | 95
CC1CN(C(=O)COC(=O)c2c(Cl)cccc2Cl)CC(C)O1 (stereo unspecified)
 : 3 | 99 | -4 | -9 | -32 | -2 | 95 | 93
CCCC[C@@H]1CCCO[C@@](C(=O)NCc2ccccn2)(C(F)(F)F)C1
 : 8 | 102 | -5 | 0 | 6 | 0 | 94 | 107

# Sorted by the number under AHR activator (high to low): some entries from above.
compound	AHR activator
N#Cc1nc(-c2ccc(OCc3ccc(Cl)cc3)cc2)oc1NCCCn1ccnc1	14
CCCC[C@@H]1CCCO[C@@](C(=O)NCc2ccccn2)(C(F)(F)F)C1	8
Oc1cccc(-n2nnnc2SCc2ccccc2F)c1	4
O=C(CSc1ccccc1)N/N=C/c1ccccc1O	2
Cc1ccc(NC(=O)COC(=O)c2nn(C)cc2Cl)cc1	0
CCn1cc(S(=O)(=O)NCc2ccc(OC)cc2)cn1	-1
CC(C)NC(=O)Cn1c(SCC(=O)c2ccc(F)cc2)nc2ccccc21	-2

# Records listed above that bear a hit mark in LAP4 TOR yeast:
SMILES	AHR activator	RPL19A-GFP yeast	EBNA-1 inhibitor	procasp3 activ	MEP2 TOR yeast	LAP4 TOR yeast
Cc1ccc(C2CC(=O)Oc3cc(O)ccc32)cc1 (stereo unspecified)	-2	75	-9	-4	97	180*

# (next part)
canonical_smiles	AHR activator	RPL19A-GFP yeast	procasp7 counter	EBNA-1 inhibitor	ZTA DNA inh	procasp3 activ	MEP2 TOR yeast	LAP4 TOR yeast
CCOC(=O)C1(Cc2ccccc2C(F)(F)F)CCN(C2CCN(C(C)=O)CC2)CC1	4	93	4	-11	-19	-1	100	99
CC(C)c1cc(CNC(=O)CCc2nnc(CCCCc3ccccc3)o2)on1	1	97	7	2	-2	4	99	102
CC(c1ccco1)N(C(=O)c1ccc(C#N)cc1)c1ccccn1 (stereo unspecified)	0	96	-13	-17	10	-6	95	93
N=c1n(CCN2CCCCC2)c2ccccc2n1CC(O)c1ccc(Cl)c(Cl)c1 (stereo unspecified)	-1	104	1	3	-16	-6	103	95
CCCN1CCN(CCCNC(=O)Cn2nc(C)n3c(cc4cc(F)ccc43)c2=O)CC1	4	98	-4	-1	-12	6	97	94
O=S(=O)(c1cccc(S(=O)(=O)N2CCN(c3ncccn3)CC2)c1)N1CCOCC1	1	98	6	-2	-7	2	100	102
CC(=O)O[C@H](COc1c2ccoc2cc2oc(=O)ccc12)C(C)(C)O	7	99	14	/	-6	-3	94	97
Cn1nc(C(F)(F)F)c(-c2ccc(Br)cc2)c1NC(=O)c1nccnc1C(=O)O	1	91	5	2	-12	-2	87	102
CSc1nnc(-c2ccc([N+](=O)[O-])cc2)o1	-3	99	-9	1	8	3	98	104
O=C(CCc1nnc(Cc2c[nH]c3ccccc23)o1)NCC1CC12CCCCC2 (stereo unspecified)	4	99	4	-9	1	1	99	118
CCCOc1ccccc1Cn1c(=O)oc2ccc(C)cc21	18	100	2	-6	16	-6	97	103
O=C(NCc1ccco1)c1cc(-c2cccs2)on1	2	85	-6	3	-23	4	85	104

canonical_smiles	AHR activator	RPL19A-GFP yeast	procasp7 counter	EBNA-1 inhibitor	ZTA DNA inh	procasp3 activ	MEP2 TOR yeast	LAP4 TOR yeast
O=C(CSCC(=O)N1CCOCC1)Nc1ccccc1	1	97	-4	-5	-14	-12	101	103
CCOC(=O)c1sc(=S)n(C)c1NC(=O)c1ccc(C(C)(C)C)cc1	0	97	6	3	-7	1	92	104
CCOC(=O)CCN(Cc1cccs1)S(=O)(=O)c1ccc(F)cc1	0	90	-9	4	17	4	96	123
CCc1ccccc1NC(=O)CN(C)S(=O)(=O)c1ccc2c(c1)c(=O)n(C)c(=O)n2C	-1	105	-1	6	6	7	111	102
CCC1CCCCN1CCCNC(=O)c1ccc2c(c1)c(C)c(C)n2C (stereo unspecified)	5	101	-7	-5	-4	8	119	92
CCn1c(C)nc2cc(C(=O)N/N=C(\C)c3ccccc3O)ccc21	-1	100	-11	-3	3	-9	97	97
CC1=C(NCCc2ccccc2)CCC1=O	0	106	2	-1	-10	2	105	107
O=C(COC(=O)c1c[nH]c(=O)[nH]c1=O)Nc1ccccc1Br	1	102	2	-1	5	-1	106	106
CCN(Cc1ccccc1)C(=O)Cc1c[nH]c2ccccc12	23	94	-6	1	-10	-5	101	94
Nn1c(SCC(=O)Nc2nccs2)nnc1-c1cccnc1	9	102	3	/	2	7	105	100

# An excerpt from above, reduced to MEP2 TOR yeast and procasp7 counter.
structure | MEP2 TOR yeast | procasp7 counter
CCCOc1ccccc1Cn1c(=O)oc2ccc(C)cc21 | 97 | 2
O=C(NCc1ccco1)c1cc(-c2cccs2)on1 | 85 | -6
O=C(CSCC(=O)N1CCOCC1)Nc1ccccc1 | 101 | -4
